Avidin fluor: avidin bead compound fluorescence profile. Avidin beads, compound fluorescence 488/530 nm, flow cytometry; hits give high values. fluorescence (KMESF) at 10 µM. 0.38% of 220,000 active. AID 1775; in the data active = fluorescence above about 47; note: inactives centre near 10
Rab7 wt GTP bind: alters GTP binding to wildtype dog Rab7. AID 758. GST-Rab7 beads, fluorescent GTP binding, flow cytometry; actives lie on both sides; untreated = 100%, excess cold GTP = 0%. 0.055% of 190,000 active. GTP binding activity (percent of control), % at 10 µM;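 active = fluorescent GTP binding to Rab7 beads changed by at least 20 points from the 100% baseline, either direction, mostly lower; inconclusive = compound itself probably fluorescent, or too few beads counted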;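 note: median green fluorescence of bound Bodipy-FL-GTP per Rab7 bead population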
GSH bead fluor: GSH bead compound fluorescence profile; GSH beads flow cytometry, compound fluorescence 488/530 nm; hits give high values; fluorescence (KMESF) at 10 µM; 0.25% of 190,000 active; AID 1776; in the data active = fluorescence above about 89;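 note: glutathione beads carrying GST-tagged Bcl family fusion proteins plus one bare bead set; values are compound well signal with DMSO vehicle wells as background; inactives centre near 16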
Mcl1 Noxa PPI: disrupts binding of human Mcl-1 to Noxa peptide; Q07820; TR-FRET Mcl-1/Noxa peptide binding, 2 h; inhibition, % at 21.7 µM; 1.5% of 220,000 active; AID 1022;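 active = compounds that cut the protein-peptide binding signal by more than 50% relative to plate controls in a single-dose test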;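 note: His-tagged Mcl-1 with rhodamine Noxa BH3 peptide and terbium anti-His antibody; 0% = Mcl-1 plus Noxa peptide wells and 100% = peptide-only wells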
Target sequence (Q07820 whole entry, looked up): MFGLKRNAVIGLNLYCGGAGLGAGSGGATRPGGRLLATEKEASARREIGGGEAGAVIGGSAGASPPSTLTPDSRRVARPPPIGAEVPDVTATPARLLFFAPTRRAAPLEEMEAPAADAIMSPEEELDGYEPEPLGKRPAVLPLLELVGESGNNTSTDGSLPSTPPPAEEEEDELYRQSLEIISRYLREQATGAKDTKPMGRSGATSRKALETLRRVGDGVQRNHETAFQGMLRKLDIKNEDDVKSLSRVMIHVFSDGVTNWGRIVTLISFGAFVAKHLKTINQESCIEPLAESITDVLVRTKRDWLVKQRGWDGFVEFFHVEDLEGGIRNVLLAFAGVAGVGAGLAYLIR
Pf gamet viab: kills late stage P. falciparum gametocytes | P. falciparum stage V gametocytes, ATP luminescence, 24 h | inhibition, % at 10.9 µM | 0.065% of 150,000 active;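 active = inhibition above the mean plus 3 SD of compounds within the control limits, set per campaign, cut at about 38% in these data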;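 note: 0% = DMSO wells and 100% = medium only without gametocytes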
Rac1 act GTP bind: modulators of GTP binding to human Rac1 activated mutant. P63000. percent activity (GTP binding), % at 10 µM. GST-Rac1 activated beads, fluorescent GTP binding, flow cytometry; actives lie on both sides; 100% means binding = to untreated wells. 0.11% of 190,000 active;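 active = GTP binding at least 20 percentage points away from the 100% baseline, in either direction, so actives lie on both sides; inconclusive = Compound likely fluorescent itself, or too few beads counted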
Cdc42 wt: modulators (inhibitors or activators) of GTP binding to human Cdc42 wildtype; GST-Cdc42 beads, Bodipy-GTP binding, flow cytometry; actives lie on both sides; percent activity (GTP binding), % at 10 µM; 0.2% of 190,000 active;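 active = percent activity GTP binding at least 20 points away from the 100% baseline, either down as inhibitor or up as activator; inconclusive = compound flagged as likely green fluorescent from well-wide comparison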;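 note: median bead fluorescence of bound Bodipy-FL-GTP at 100 nM; 0% = excess unlabeled GTP control and 100% = no compound control; below 100% means less GTP binding so inhibitor and above means activator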
Target sequence (P60953 whole entry, looked up): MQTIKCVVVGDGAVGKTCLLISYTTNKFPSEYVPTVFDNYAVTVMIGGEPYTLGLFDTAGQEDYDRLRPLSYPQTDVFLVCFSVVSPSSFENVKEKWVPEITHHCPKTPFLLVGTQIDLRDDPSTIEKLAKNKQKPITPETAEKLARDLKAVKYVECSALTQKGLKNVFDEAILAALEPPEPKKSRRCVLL
HRas wt GTP: changes GTP binding to wildtype human HRas; P01112; AID 759; 0.14% of 190,000 active; GTP binding activity, % at 10 µM; GST-Ras wt beads, Bodipy-FL-GTP binding, flow cytometry; actives lie on both sides;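 active = GTP binding activity at least 20% away from the 100% baseline, either lowered as inhibitor or raised as activator; inconclusive = flagged as likely green fluorescent, judged across all proteins in the well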;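 note: 0% = unlabeled GTP competition control and 100% = no-compound control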
Target sequence (P01112 whole entry, looked up): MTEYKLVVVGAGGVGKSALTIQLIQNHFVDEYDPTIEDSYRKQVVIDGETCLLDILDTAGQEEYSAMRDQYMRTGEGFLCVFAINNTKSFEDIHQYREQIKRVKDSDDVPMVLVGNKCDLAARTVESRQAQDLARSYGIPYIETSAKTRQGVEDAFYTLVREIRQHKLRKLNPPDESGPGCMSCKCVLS
Rab2 wt GTP: changes GTP binding to wildtype dog Rab2A, up or down; P61105; GST-Rab2 wt beads, Bodipy-GTP binding, flow cytometry; GTP binding activity, % at 10 µM; 0.19% of 190,000 active; AID 760;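 active = GTP binding activity at least 20 points away from 100%, either lowered or raised; inconclusive = signal likely due to the compound's own green fluorescence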;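 note: 0% = beads with excess unlabeled GTP and 100% = no-compound control corrected for plate trend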
Rac1 wt modul: human Rac1 wildtype GTP binding, inhibitors and activators | GST-Rac1 beads, fluorescent GTP binding, flow cytometry; actives lie on both sides; 0 = cold GTP competed, 100 = untreated | GTP binding activity (% of control), % at 10 µM | 0.27% of 190,000 active;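 active = GTP binding activity at least 20 points away from the 100% control level, either lower or higher; inconclusive = compound flagged as likely green fluorescent, judged across all proteins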
Mcl1 Bid PPI: disrupts binding of human Mcl-1 to Bid peptide; TR-FRET Mcl-1/Bid-Dy647 peptide binding, 1536-well; Q07820; 0.97% of 220,000 active; AID 1021; inhibition, % at 21.7 µM;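 active = compounds that cut the binding signal by more than half at the single screening dose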;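 note: His-tagged Mcl-1 with europium anti-His antibody binding Bid BH3 peptide; 0% = Mcl-1 plus peptide wells and 100% = peptide-only wells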
Numbers without * were called inactive; ? = inconclusive; . = not tested or not shown.

SMILES | Avidin fluor | Rab7 wt GTP bind | GSH bead fluor | Mcl1 Noxa PPI | Pf gamet viab | Rac1 act GTP bind | Cdc42 wt | HRas wt GTP | Rab2 wt GTP | Rac1 wt modul | Mcl1 Bid PPI
c1ccc(OCCOCCN2CCN(C(c3ccccc3)c3ccccc3)CC2)cc1 | 4 | 101 | 11 | 16 | 16 | 97 | 99 | 100 | 99 | 102 | 37
c1ccc(-c2csc(-c3ccncc3)n2)cc1 | 8 | 95 | 10 | -2 | 22 | 96 | 97 | 97 | 97 | 101 | -14
CC(C)(C)NC(=O)CN(C(=O)Cn1nnc(-c2ccc(Cl)cc2)n1)C1CCN(Cc2ccccc2)CC1 | 6 | 99 | 19 | 14 | . | 95 | 96 | 99 | 97 | 101 | -10
O=C(CSc1nnc2n1CCCN2)c1ccc(Cl)cc1 | -5 | 100 | 11 | 10 | -6 | 95 | 94 | 99 | 96 | 95 | -17
C=CCNC(NC(=O)c1ccccc1)(C(=O)OCC)C(F)(F)F (stereo not given) | 10 | 94 | 23 | . | 6 | 95 | 97 | 96 | 96 | 93 | -21
C=C(C)c1ccc(C(C)(C)NC(=O)NCc2ccco2)cc1 | 19 | 101 | 29 | 5 | 13 | 100 | 102 | 102 | 101 | 104 | -35
Cc1nn(C)c2ncc(C(=O)c3cc(F)ccc3O)cc12 | 5 | 104 | 45 | 9 | 16 | 100 | 104 | 104 | 101 | 105 | -17
Clc1ccc(CNC2CCCC2)c(Cl)c1 | 40 | 98 | 16 | 24 | . | 100 | 103 | 101 | 100 | 102 | 6
COCCn1nnnc1SCC(=O)N1CCCCC1 | 8 | 101 | 8 | 5 | . | 102 | 102 | 103 | 102 | 107 | -18
Cc1ccccc1CNC(=O)c1ccc(Cl)c([N+](=O)[O-])c1 | 6 | 99 | 10 | -11 | -6 | 103 | 102 | 101 | 102 | 103 | 16
COc1ccc(NC(=O)CSc2nnc3ccc(-c4ccncc4)nn23)cc1OC | 8 | 91 | 11 | 7 | -5 | 96 | 97 | 95 | 97 | 98 | -32
O=C(NCc1ccc2c(c1)OCO2)c1cc2ccccc2oc1=O | 14 | 103 | 12 | 0 | . | 95 | 94 | 95 | 95 | 98 | -12
Cc1ccccc1OCC(=O)N/N=C/c1cccn1C | 24 | 102 | 23 | 2 | -1 | 96 | 95 | 97 | 96 | 99 | -47
COc1ccccc1-c1cc(C(F)(F)F)nc(S(=O)(=O)CCCC(=O)Nc2cccnc2Cl)n1 | 10 | 104 | 10 | 2 | -22 | 95 | 93 | 96 | 99 | 97 | -11
CCCC(=O)NC(=S)Nc1ccc(CN2CCOCC2)cc1 | 9 | 100 | 12 | 7 | -7 | 95 | 91 | 97 | 97 | 95 | -27
CCCCSc1cc(=O)n(-c2ccccc2)nc1C(=O)OCC | 12 | 100 | 32 | -5 | 12 | 101 | 101 | 98 | 99 | 106 | 6
O=C1CN(C(=O)COC(=O)c2ccc(N3CCCCCC3)c([N+](=O)[O-])c2)c2ccccc2N1 | 19 | 96 | 15 | 21 | 28 | 98 | 100 | 99 | 98 | 102 | -9
Cc1ccnc(N2C3CCC2CC(O)(c2ccccc2)C3)n1 (stereo not given) | 10 | 100 | 18 | 6 | -16 | 95 | 100 | 99 | 98 | 104 | -2
CC(=O)N/C(=C\c1ccc(Br)s1)C(=O)O | 21 | 93 | 9 | 0 | . | 92 | 94 | 94 | 93 | 93 | -4
O=C(Nc1cccc(Cl)c1)OCc1cn(-c2ccc(Cl)cc2)nn1 | 8 | 99 | 19 | -15 | . | 100 | 106 | 105 | 105 | 103 | 4
Cc1cc2c(n1-c1ccc(C(N)=O)cc1)CC(C)(C)CC2=O | 5 | 97 | 18 | -2 | . | 94 | 99 | 98 | 97 | 100 | -29
CC(C)[C@H](NC(=O)c1ccc(F)cc1)C(=O)OCC(=O)NC(=O)c1cccn1C | 20 | 99 | 11 | 26 | 3 | 99 | 100 | 101 | 101 | 105 | -4
CCOC(=O)c1cnc2ccc(OC)cc2c1NCc1ccccc1 | 12 | 100 | 22 | 7 | -10 | 99 | 101 | 100 | 98 | 105 | 9
Cc1cc(C(=O)CN2C(=O)NC3(CCCc4sccc43)C2=O)c(C)n1-c1ccc(Cl)cc1 (stereo not given) | 15 | 100 | 9 | 10 | 0 | 101 | 97 | 102 | 100 | 103 | -42
O=C(CN1CCN(c2ccccn2)CC1)Nc1cccc(S(=O)(=O)N2CCCC2)c1 | 10 | 88 | 16 | 18 | -7 | 93 | 95 | 88 | 93 | 90 | -22
COC(=O)/C=C1\SC(=Nc2ccccc2)NC1=O | 17 | 101 | 7 | 16 | 4 | 98 | 101 | 99 | 97 | 101 | -13
CC(=O)Nc1ccc(S(=O)(=O)Oc2ccc(C(=S)N3CCCCC3)cc2)cc1 | 2 | 97 | 8 | -5 | -4 | 99 | 96 | 95 | 92 | 97 | -55
Cc1ccc(-c2cc(C(=O)Nc3cnn(C(C)C)c3)no2)cc1 | 36 | 96 | 10 | -10 | . | 92 | 91 | 94 | 92 | 93 | -3
CCOC(=O)C1CCN(C(=O)c2cccc(NS(=O)(=O)c3ccc(F)c(F)c3)c2)CC1 | 8 | 96 | 13 | 22 | . | 97 | 95 | 97 | 96 | 100 | -32
CCn1c(=O)cc(SCC(=O)Nc2cccc(SC)c2)c2ccccc21 | 15 | 96 | 15 | -12 | -15 | 101 | 103 | 102 | 97 | 108 | -29
CSc1nsc(SC)c1C(=O)OCC(F)(F)F | 11 | 99 | 64 | 4 | 6 | 96 | 100 | 101 | 100 | 98 | -9
CCn1c(N)c(C(=O)NCCOC)sc1=S | 8 | 98 | 21 | 6 | . | 99 | 99 | 97 | 96 | 97 | -25
CC(C)CN(Cc1cc2ccccc2[nH]c1=O)C(=O)c1cccnc1 | 13 | 98 | 47 | -9 | -9 | 96 | 103 | 101 | 96 | 99 | -10
C=CCSc1nc2sc(C)c(C)c2c(=O)[nH]1 | 19 | 99 | 14 | 6 | . | 98 | 100 | 98 | 99 | 102 | -1
Cc1ccc(/C=N\NC(=O)C2CN(S(=O)(=O)c3ccccc3)CCN2S(=O)(=O)c2ccccc2)cc1 (stereo not given) | 13 | 101 | 18 | 3 | -12 | 98 | 104 | 101 | 97 | 106 | 16
O=C(Cc1cccs1)Nc1ccc(Cl)cc1 | 12 | 102 | 38 | -6 | . | 97 | 98 | 100 | 102 | 98 | -2
O=C(O)CN=C1NC2(CCCC2)Cc2ccccc21 | 5 | 93 | 36 | . | -17 | 98 | 97 | 96 | 98 | 97 | .
O=C(OCCN(C1=NS(=O)(=O)c2ccccc21)c1ccccc1Cl)c1ccc(Cl)cc1 | 7 | 101 | 18 | 8 | . | 100 | 97 | 100 | 100 | 101 | 15
C(/C=C/c1ccco1)=N/N1CCN(c2ccccc2)CC1 | 7 | 96 | 19 | 8 | . | 100 | 103 | 102 | 104 | 102 | -30
COc1cccc(NS(=O)(=O)c2ccc3c(c2)C2C=CCC2C(c2ccc(C(=O)O)cc2)N3)c1 (stereo not given) | 2 | 92 | 5 | 97* | -3 | 88 | 89 | 88 | 85 | 88 | 14
Cc1ccccc1S(=O)(=O)Cc1ccc(C(=O)N2CCN(c3ccc(F)cc3)CC2)o1 | 8 | 95 | 31 | 13 | 5 | 94 | 94 | 96 | 94 | 93 | -18
CCCCCn1c(NC(=O)c2ccco2)c(S(=O)(=O)c2ccc(C)cc2)c2nc3ccccc3nc21 | 3 | ? | 59 | 30 | . | ? | ? | ? | ? | ? | -2
COc1ccc(-c2csc(CCn3nc(C)cc3C)n2)cc1 | 21 | 95 | 12 | -6 | 6 | 94 | 92 | 91 | 93 | 91 | -15
O=Cc1cn(CC(O)CN2CCCCC2)c2ccccc12 (stereo not given) | 13 | ? | 13 | 1 | -1 | ? | ? | ? | ? | ? | -44
O=C(CNC(=O)c1cccc(F)c1)N/N=C/c1cc(Br)ccc1OCc1ccccc1 | 14 | 101 | 2 | -9 | 1 | 97 | 99 | 96 | 95 | 102 | -3
Nc1ccc(S(=O)(=O)Nc2nccc(/C=C/c3ccccc3F)n2)cc1 | 21 | 97 | 13 | -4 | 3 | 90 | 91 | 94 | 93 | 89 | -4
O=C(c1ncc[nH]1)c1ccccc1C(=O)N1CCOCC1 | 9 | 103 | 12 | 5 | . | 99 | 102 | 102 | 101 | 101 | -8
CCOC(=O)c1sc(NS(=O)(=O)c2ccc(NC(C)=O)cc2)nc1C | 10 | 104 | 14 | 13 | . | 101 | 105 | 104 | 103 | 107 | 12
CN(C)/C=C1\NC(=S)N(c2ccc(Cl)cc2)C1=O | 2 | 96 | 11 | -3 | 17 | 95 | 97 | 95 | 98 | 97 | -37
Cc1cc(C(=O)Nc2ccccc2C(=O)N2CCCCC2)ccc1[N+](=O)[O-] | 5 | 98 | 20 | 10 | . | 96 | 95 | 98 | 95 | 101 | -10
COC(=O)c1cc2c(cc1Cl)SC(=NCCCN1CCOCC1)NS2(=O)=O | 6 | 99 | 23 | 15 | -30 | 98 | 98 | 100 | 97 | 99 | -20
COc1ccc(-c2oc3ncnc(NCCCN4CCOCC4)c3c2-c2ccc(OC)cc2)cc1 | 31 | 97 | 17 | 15 | 13 | 93 | 97 | 98 | 96 | 96 | -7
Nc1ccc(N2CCOCC2)c2nonc12 | 10 | 103 | 13 | 6 | 18 | 99 | 101 | 99 | 102 | 99 | -33
COCCn1c(-c2ccc(C#N)cc2)nc2c1c(=O)[nH]c(=O)n2Cc1ccccc1 | 14 | 99 | 70 | 21 | 19 | 96 | 96 | 98 | 96 | 99 | 44
CN(C)CCCNCCCNC(=O)/C=N/O | 11 | 93 | 31 | . | 18 | 93 | 97 | 96 | 95 | 92 | -15
CCC(C)NS(=O)(=O)c1ccc(NC(=O)C2CCCO2)cc1 (stereo not given) | 10 | 96 | 13 | 10 | . | 96 | 96 | 97 | 95 | 103 | -36
CN(C)C(CNc1ncnc2sccc12)c1ccccc1 (stereo not given) | 6 | 101 | 70 | 6 | -9 | 97 | 102 | 96 | 100 | 101 | 7
O=CN1CCN(C(=O)COc2ccc(Cl)cc2Br)CC1 | 7 | 103 | 12 | 10 | -1 | 98 | 103 | 100 | 100 | 104 | -6
Oc1sc(C=Nc2ccccc2)c2ccccc12 | 6 | 104 | 40 | -76 | -9 | 102 | 106 | 104 | 104 | 107 | -15
FC(F)(F)c1ccccc1NC(=S)NN=C1CCCCCC1 | 3 | 93 | 16 | -60 | 4 | 96 | 94 | 93 | 95 | 94 | -90

Source: PubChem BioAssay
